EP2 modulator: EP2 receptor (human) modulation. P43116. EP2-expressing cells, cAMP HTRF FRET, PGE2 co-stimulation. induction, % at 25 µM. hit rate 0.83% among 260,000. AID 940;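 active = compounds whose cAMP rise, as percent of the full-agonist control response, exceeds 60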;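 also: rat C6 glioma line stably carrying human EP2 under a CMV promoter; the protocol text gives 20 µM as final concentration; 100% = response of wells given 1 µM PGE2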
Target sequence (P43116 whole entry, looked up): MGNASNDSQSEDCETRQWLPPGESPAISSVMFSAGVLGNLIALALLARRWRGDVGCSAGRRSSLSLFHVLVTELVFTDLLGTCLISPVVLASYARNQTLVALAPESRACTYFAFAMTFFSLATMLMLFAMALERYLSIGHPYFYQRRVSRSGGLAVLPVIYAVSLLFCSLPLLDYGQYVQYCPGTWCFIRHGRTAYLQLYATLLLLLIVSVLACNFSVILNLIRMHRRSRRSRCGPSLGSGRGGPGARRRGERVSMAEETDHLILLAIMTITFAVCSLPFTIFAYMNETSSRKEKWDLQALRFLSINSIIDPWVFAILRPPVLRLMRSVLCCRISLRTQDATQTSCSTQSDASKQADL
NPY-Y2 PAM-ag: potentiates or activates human NPY-Y2 receptor; activation, % at 3.6 µM; P49146; hit rate 0.45% among 220,000; cells expressing NPY-Y2, potentiator/agonist read-out; AID 1359; in the data active = activation above about 27%;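 also: cells stimulated with NPY near EC25 plus isoproterenol at EC100; 0% = vehicle plus submaximal agonist and 100% = vehicle plus saturating agonist; some results beyond the cut were filed as inactive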
Target sequence (P49146 whole entry, looked up): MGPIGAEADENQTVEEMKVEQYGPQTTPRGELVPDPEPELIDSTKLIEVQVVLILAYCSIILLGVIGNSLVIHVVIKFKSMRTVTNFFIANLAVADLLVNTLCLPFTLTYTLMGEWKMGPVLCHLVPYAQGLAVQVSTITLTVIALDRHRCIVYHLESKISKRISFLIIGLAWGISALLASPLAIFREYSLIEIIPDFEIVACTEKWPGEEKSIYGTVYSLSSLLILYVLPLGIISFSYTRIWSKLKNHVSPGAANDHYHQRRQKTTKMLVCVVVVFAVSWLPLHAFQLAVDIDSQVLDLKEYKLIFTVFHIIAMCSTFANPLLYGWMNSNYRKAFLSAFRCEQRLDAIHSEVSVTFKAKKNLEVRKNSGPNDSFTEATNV
zfTRPN1 agonist: agonists of zebrafish TRPN1 channel; activation, % at 3 µM; hit rate 0.18% among 220,000; AID 1424; HEK293 zebrafish TRPN1-YFP, Fluo-8 calcium fluorescence; 100% = response to 87 µM carbachol;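 active = activation above its plate's cutoff, the mean activation of test wells on that plate plus 3 SD, cut at about 19% in these data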;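 also: 0% = DMSO alone and 100% = 87 µM carbachol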
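Material: zebrafish TRPN1-YFP in HEK293 cells. Doses: one dose of 3 µM, 0.3% DMSO. Incubation: dye 1 h 37 °C plus 30 min RT. Measured by: intracellular calcium fluorescence with Fluo-8.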
S1P4 antagonist: antagonists of human S1P4 receptor; inhibition, % at 4.98 µM; S1P4-expressing cells, antagonist mode, reporter read-out; hit rate 0.26% among 220,000; O95977; in the data active = inhibition above about 29%;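 also: 0% = wells stimulated with agonist and 100% = vehicle wells without agonist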
S1P4 agonist: activates the human S1P4 receptor; S1P4-expressing cell line, agonist reporter assay; activation, % at 4.98 µM; O95977; AID 1509; hit rate 0.35% among 220,000; in the data active = activation above about 11%;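 also: 0% = DMSO vehicle and 100% = reference agonist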
NPY Y1 blocker: NPY-Y1 (human) receptor antagonism | P25929 | HEK293-CNG Y1 cells, membrane potential fluorescence; NPY at EC95, then isoproterenol | inhibition, % at 3.6 µM | hit rate 1% among 200,000;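 active = inhibition above the campaign mean inhibition of all tested compounds plus 3 SD, cut at about 20% in these data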;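 also: 0% = DMSO wells given NPY plus isoproterenol and 100% = isoproterenol alone without NPY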
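Material: HEK293 Y1/CNG channel cell line; also added: NPY (25 nM), isoproterenol (1 µM), Ro 20-1724 (25 µM); doses: one concentration, 3.6 µM, in 0.4% DMSO; schedule: compound incubation 1 h at room temperature, readout 45 min post-stimulation; technique: membrane potential fluorescence; measure: fluorescence ratio normalized to % inhibition between controls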
CHOP inhibitor: CHOP inhibition in unfolded protein response; AID 2732; hit rate 3.8% among 220,000; CHO-K1 CHOP-promoter luciferase, tunicamycin-induced, 15-18 h; inhibition, % at 10 µM;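 active = compounds that reduced the stress-induced luciferase reporter signal by more than about 70% of percent inhibition, limit read from the data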;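 also: 0% = tunicamycin plus vehicle and 100% = wells without tunicamycin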
NPY1 pot ag: human NPY-Y1 potentiation or agonism, primary screen; P25929; NPY-Y1 expressing cells, potentiator/agonist activation; activation, % at 3.6 µM; hit rate 0.37% among 220,000; AID 1304; in the data active = activation above about 33%, passing the limit was not always enough;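 also: cells stimulated with NPY at EC10 then isoproterenol at EC100; 0% = low agonist plus stimulus and 100% = saturating agonist plus stimulus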
TRPML3 agonist: agonists of human TRPML3 channel; Q8TDD5; HEK293 TRPML3-YFP, Fluo-8 calcium fluorescence; 100% = the carbachol control signal; activation, % at 3 µM; hit rate 0.29% among 220,000; AID 1448;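 active = activation above its plate's cutoff, the mean activation of the plate's test wells plus 3 SD, cut at about 12% in these data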;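 also: 0% = DMSO only wells and 100% = carbachol wells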
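Test system – HEK293 line with stable expression of human TRPML3-YFP channel · Control set – carbachol 87 µM final as high control (100%), DMSO as low control (0%) · Signal – Fluo-8 calcium dye fluorescence, ex 470-495, em 515-575 nm · Incubation – 1-h 37 °C dye load, 5-s basal, 120-s post-compound reads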
An asterisk follows results filed as active; . = not tested or not shown.

The line under a structure holds: EP2 modulator	NPY-Y2 PAM-ag	zfTRPN1 agonist	S1P4 antagonist	S1P4 agonist	NPY Y1 blocker	CHOP inhibitor	NPY1 pot ag	TRPML3 agonist
> COc1ccc(CN2CCN(C(=O)C3CC(=O)N(C4CCCCCC4)C3)CC2)c(OC)c1OC (stereo not given)
  -16	20	2.6	-17	-0.2	-2	35	25	1.6
> O=C(Nc1ccc(Cl)cc1)C(c1ccccc1)N1CCOCC1 (stereo not given)
  17	5	-0.8	-15	-0.2	4	-15	7	0.1
> O=C1c2ccccc2C(=O)N1Cc1cc(-c2ccccc2)no1
  -55	-4	-0.3	-6	-2.1	5	10	-9	0.6
> O=C(Nc1cccc2ccccc12)OC1C=CS(=O)(=O)C1 (stereo not given)
  25	-3	-0.8	-11	3.0	-3	1	-10	1.0
> CN(C)CCCNC(=O)c1ccc(-c2nc(-c3ccc(Cl)cc3)cs2)cc1
  -46	8	-0.7	28	0.1	-4	-65	12	0.7
> CC(C)N(Cc1cnn(C)c1)Cc1nc(Cc2ccccc2Cl)no1
  7	-3	0.0	-16	0.2	8	6	0	1.1
> O=C(COc1ccc([N+](=O)[O-])cc1)NCc1ccncc1
  7	-1	-0.8	1	-0.1	0	14	6	0.1
> COc1ccc(C(=O)COc2ccc(F)cc2)c(O)c1C
  13	-7	-0.5	-2	-1.8	8	-13	-19	0.5
> CCOc1ccc(NC(=O)c2cccnc2C(=O)O)cc1
  2	6	0.1	-24	1.2	7	-23	-10	-0.1
> O=C(N/N=C/C=C/c1ccco1)c1ccncc1
  6	4	1.4	0	1.2	.	-10	23	1.1
> COC(=O)C1=C(C)NC(=O)CC1c1cc(Br)ccc1F (stereo not given)
  5	-9	-1.1	-15	-1.8	-5	5	-16	0.4
> Cc1ccc(S(=O)(=O)N/N=C/c2ccc(C(=O)O)cc2)cc1
  23	-1	-0.2	-26	-6.1	6	-10	10	0.5
> O=c1c2ccccc2nnn1CSc1nnc(-c2ccc3c(c2)OCO3)o1
  -26	-5	0.7	5	-0.3	3	24	-3	0.6
> CC(=O)c1ccc(NC(=O)CC2Nc3cccc4cccc(c34)NC2=O)cc1 (stereo not given)
  -73	11	0.2	-9	-0.5	-6	24	20	0.2
> Cc1ccc(C)c(N2CCN(C(=O)CN(C)S(=O)(=O)c3cnc[nH]3)CC2)c1
  13	-10	0.1	-4	0.9	-5	1	-6	0.8
> CN(C)S(=O)(=O)c1ccc(Cl)c(NC(=O)COC(=O)CC(NC(N)=O)c2ccc(Cl)cc2)c1 (stereo not given)
  6	13	2.1	-10	1.8	.	-8	28	1.0
> Cc1ccc(S(=O)(=O)N2CCOCC2)cc1NC(=O)Cn1cc(C(F)(F)F)cc(Cl)c1=O
  11	3	-0.3	-16	0.1	1	6	24	1.4
> O=S(=O)(Nc1ccncc1Cl)c1ccccc1
  3	4	-0.2	2	0.5	-7	15	3	-0.4
> CCN(CC)CCOc1ccc2c(c1)C(=NO)c1cc(OCCN(CC)CC)ccc1-2
  -3	-34	0.0	-34	-2.4	14	2	-36	-0.5
> CCCc1ncc(C(O)c2cccc3ccccc23)n1C (stereo not given)
  8	4	0.2	0	-0.7	8	29	-28	1.0
> COc1ccc(-c2c(C#N)c(N)nc3sc(C(=O)c4ccc(C)cc4)c(N)c23)cc1
  -26	9	0.0	-10	1.1	0	-4	-7	1.0
> COC(=O)c1sccc1NC(=S)N1CCCC(C)C1 (stereo not given)
  29	-1	-1.3	-12	2.2	11	56	-12	0.0
> COc1ccc(NC(=O)CSc2ccc(-c3cccs3)nn2)c(OC)c1
  -5	23	-1.0	-9	-0.2	-2	6	6	-0.2
> CCc1ccc(/C=C2\Oc3cc(OS(C)(=O)=O)ccc3C2=O)cc1
  9	4	0.9	-21	0.8	1	31	20	0.6
> CC(=O)Nc1ccc(S(=O)(=O)N2c3ccccc3NC(=O)CC2C)c(Cl)c1 (stereo not given)
  16	9	1.0	-3	-0.4	.	-3	-1	1.2
> CCOC(=O)COc1ccc(C)cc1-c1ccno1
  14	-6	-1.5	2	0.3	0	-8	-35	-0.1
> Cc1ccc(S(=O)(=O)/C(C#N)=C/c2c(N3CCN(C)CC3)nc3c(C)cccn3c2=O)cc1
  -8	4	-0.2	-3	1.2	4	56	7	0.1
> C=CCNC(=O)c1onc(CSc2cc(C)cc(C)c2)c1C(=O)O
  2	-30	1.0	-9	3.1	11	12	-3	0.9
> CN(C)C(CNC(=O)CCCOc1ccccc1)c1ccco1 (stereo not given)
  11	-8	0.7	-15	0.7	-3	6	-3	0.8
> N#CC1=C(N)N(c2ccc(F)cc2)C2=C(C1c1ccc(O)cc1)S(=O)(=O)CC2 (stereo not given)
  0	7	0.1	-3	-0.1	2	-1	-13	-0.4

Part of the list above with just NPY Y1 blocker:
| SMILES | NPY Y1 blocker |
| --- | --- |
| COc1ccc(NC(=O)CSc2ccc(-c3cccs3)nn2)c(OC)c1 | -2 |
| CCc1ccc(/C=C2\Oc3cc(OS(C)(=O)=O)ccc3C2=O)cc1 | 1 |

More results
The line under a structure holds: EP2 modulator	NPY-Y2 PAM-ag	zfTRPN1 agonist	S1P4 antagonist	S1P4 agonist	NPY Y1 blocker	CHOP inhibitor	NPY1 pot ag	TRPML3 agonist
> Cc1ccc(C(=O)NNC(=O)c2nn(-c3ccc(F)cc3)ccc2=O)cc1
  -7	-17	-0.1	1	1.4	.	12	1	0.4
> O=C(/C(=N/N=C/c1ccc(O)c(O)c1)c1ccccc1)c1ccccc1
  19	17	-2.0	-20	4.5	-2	62	15	-0.4
> CCOC(=O)/C(=C/C1=CC(=C/N(C)C)/C(=O)O1)C(C)=O
  2	17	2.4	-3	1.2	.	-12	0	2.3
> c1ccc(CSCc2cn3ccccc3n2)cc1
  -25	3	0.3	-10	1.6	7	-24	6	0.1
> COc1cccc(CN2CCN(Cc3ccon3)CC2CCO)c1 (stereo not given)
  14	-9	-0.5	1	-0.1	0	62	4	1.0
> Cc1ccc(OCCNC(=O)/C=C/c2ccccc2)cc1
  -65	-24	-1.9	-15	0.8	1	-15	-6	-1.1
> COC(=O)CCCC(=O)N1CCCC(C(=O)c2ccc(OC)cc2C)C1 (stereo not given)
  24	7	0.2	1	0.4	3	13	-1	0.1
> COc1ccc(S(=O)(=O)N2CCCCCC2)cc1N(C)S(=O)(=O)c1ccccc1
  -3	-11	2.1	-7	-1.4	4	11	24	70*
> Cc1cccc(Cl)c1OCCCCn1ccnc1
  6	-8	-0.3	-14	0.5	0	-12	10	0.0
> O=C(CSc1nnc(Cc2cc(=O)[nH]c(=O)[nH]2)n1-c1ccc(Cl)cc1)NCC1CCCO1 (stereo not given)
  5	4	0.3	-3	-0.8	-1	-1	8	0.5
> O=C(NCCCN1CCCCC1)C1CCC(=O)N1CCc1ccccc1 (stereo not given)
  10	11	1.2	-17	0.6	-2	36	12	-0.1
> COc1ccc(/C=N/NC(=O)c2cccc(O)c2)cc1Cn1nc(C)c([N+](=O)[O-])c1C
  -28	5	-0.6	-10	-0.6	2	39	15	-0.1
> CCOc1cc(C(c2c(C)[nH][nH]c2=O)c2c(C)[nH][nH]c2=O)ccc1OCc1ccc([N+](=O)[O-])cc1
  13	-1	1.9	10	-3.0	-5	-7	18	1.5
> CC1(C)N=C(N)N=C(N)N1c1ccc(OCCCOc2ccccc2)c(Cl)c1
  -38	8	2.5	-2	0.2	.	-17	1	0.4
> CCCCn1c(/N=C/c2ccccc2NS(=O)(=O)c2ccc(C)cc2)nc2ccccc21
  47	17	-1.3	-18	-0.9	-7	21	19	-0.1
> Cc1cccc(NC(=O)NNC(=O)c2nn(C)cc2Br)c1
  5	-6	1.2	-17	-2.3	4	14	-3	1.0
> CCOc1cc(/C=N/n2cnnc2)ccc1OCC(=O)Nc1ccccc1OC
  11	-7	0.3	-6	2.0	-6	35	-4	-0.3
> Cc1sc2nc(SCC(=O)N(CCO)CCO)nc(N)c2c1C
  -27	3	1.2	3	1.8	2	2	1	0.7
> O=C(CN(C(=O)CCC(=O)Nc1nccs1)c1ccc(F)cc1)NCc1ccco1
  -14	14	-1.1	-5	-0.9	-5	13	15	0.1
> CC(=O)c1ccccc1OCC(O)CN1CCN(C(c2ccccc2)c2ccccc2)CC1 (stereo not given)
  46	-25	-1.3	-28	-1.3	15	75*	-52	-0.6
> Cc1ccc(NC(=O)Nc2cccn(Cc3c(F)cccc3Cl)c2=O)cc1
  2	-8	-0.1	9	-1.0	-1	-15	-18	0.6
> CCN(CC)CCCN1C(=O)C(O)=C(C(=O)c2cccs2)C1c1ccccn1 (stereo not given)
  .	-7	2.2	-5	1.6	-4	.	-4	1.1
> CCC(C)NC(=O)CN(C1CCCCC1)S(C)(=O)=O (stereo not given)
  -3	3	0.6	-4	1.0	0	5	9	0.3

Not a retest: entries from further up.
The line under a structure holds: EP2 modulator	NPY-Y2 PAM-ag	zfTRPN1 agonist	S1P4 antagonist	S1P4 agonist	NPY Y1 blocker	CHOP inhibitor	NPY1 pot ag	TRPML3 agonist
> CCOc1cc(C(c2c(C)[nH][nH]c2=O)c2c(C)[nH][nH]c2=O)ccc1OCc1ccc([N+](=O)[O-])cc1
  13	-1	1.9	10	-3.0	-5	-7	18	1.5
> CC1(C)N=C(N)N=C(N)N1c1ccc(OCCCOc2ccccc2)c(Cl)c1
  -38	8	2.5	-2	0.2	.	-17	1	0.4
> CCCCn1c(/N=C/c2ccccc2NS(=O)(=O)c2ccc(C)cc2)nc2ccccc21
  47	17	-1.3	-18	-0.9	-7	21	19	-0.1
> Cc1cccc(NC(=O)NNC(=O)c2nn(C)cc2Br)c1
  5	-6	1.2	-17	-2.3	4	14	-3	1.0
> CCOc1cc(/C=N/n2cnnc2)ccc1OCC(=O)Nc1ccccc1OC
  11	-7	0.3	-6	2.0	-6	35	-4	-0.3
> Cc1sc2nc(SCC(=O)N(CCO)CCO)nc(N)c2c1C
  -27	3	1.2	3	1.8	2	2	1	0.7
> O=C(CN(C(=O)CCC(=O)Nc1nccs1)c1ccc(F)cc1)NCc1ccco1
  -14	14	-1.1	-5	-0.9	-5	13	15	0.1
> CC(=O)c1ccccc1OCC(O)CN1CCN(C(c2ccccc2)c2ccccc2)CC1 (stereo not given)
  46	-25	-1.3	-28	-1.3	15	75*	-52	-0.6
> Cc1ccc(NC(=O)Nc2cccn(Cc3c(F)cccc3Cl)c2=O)cc1
  2	-8	-0.1	9	-1.0	-1	-15	-18	0.6
> CCN(CC)CCCN1C(=O)C(O)=C(C(=O)c2cccs2)C1c1ccccn1 (stereo not given)
  .	-7	2.2	-5	1.6	-4	.	-4	1.1
> CCC(C)NC(=O)CN(C1CCCCC1)S(C)(=O)=O (stereo not given)
  -3	3	0.6	-4	1.0	0	5	9	0.3

Assay outcomes (PubChem)

Not a hit list. Share with any hit: about 6.5%.
